Screens as filed in PubChem BioAssay.
Shn3 inh set2 – Schnurri-3 reporter inhibition in Clone20 osteoblasts. 360,000 tested, 0.52% active. inhibition, % at 12.5 µM. AID 588674. Clone20 osteoblast Shn3 3'UTR firefly luciferase, 24 h;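 active = mean inhibition of at least 75% with every replicate also reaching 75%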;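 note: 0% = median of neutral control wells and 100% = pilot-screen positive control compound; some compounds past the cut are filed as inactive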
NR2E3 ag-1 – agonists of human nuclear receptor NR2E3. GST-NR2E3/biotin-RetCOR TR-FRET, 1536-well. inhibition of corepressor binding, % at 4.78 µM. 320,000 tested, 0.12% active. Q9Y5X4. AID 2300;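 active = percent inhibition above the cutoff of mean plus 3 SD of all tested compounds, set per screening campaign, cut at about 20% in these data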;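 note: 0% = DMSO wells and 100% = biotin wells as full block of FRET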
Target sequence (Q9Y5X4 whole entry, looked up): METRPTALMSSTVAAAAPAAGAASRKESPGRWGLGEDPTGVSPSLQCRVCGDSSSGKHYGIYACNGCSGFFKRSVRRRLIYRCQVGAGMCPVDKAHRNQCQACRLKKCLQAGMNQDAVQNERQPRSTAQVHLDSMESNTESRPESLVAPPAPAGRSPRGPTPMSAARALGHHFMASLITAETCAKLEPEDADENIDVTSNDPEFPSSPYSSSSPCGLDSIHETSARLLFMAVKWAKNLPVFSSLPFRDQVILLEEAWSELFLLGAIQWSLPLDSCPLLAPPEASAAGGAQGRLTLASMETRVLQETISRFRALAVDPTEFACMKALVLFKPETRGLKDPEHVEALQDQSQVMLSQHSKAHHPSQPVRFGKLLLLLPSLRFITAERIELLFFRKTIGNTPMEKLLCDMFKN
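Test system – NR2E3–RetCOR corepressor complex · Quantity – NR2E3 fusion 1.35 nM · Buffer or medium – Tris pH 7.5 · Incubation – Compound–protein incubation for 5 h at 4 °C · Technique – TR-FRET, Eu(K)-anti-GST donor, streptavidin-D2 acceptor, ex 340, em 617/671 nm · Evaluation – percent inhibition of 671/617 nm emission ratio versus biotin and DMSO controls · Plate – 1536-well format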
HIF-2a block – inhibitors of HIF-2a; AID 624352; 786-0 RCC cells HIF-2a reporter, luciferase luminescence, overnight; inhibition, % at 18.8 µM; 360,000 tested, 0.72% active;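 active = inhibition of the luminescence signal of 40% or more relative to plate controls, in a single-dose primary screen at 18.75 µM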
HTR2A ag – mouse HTR2A agonism via beta-arrestin recruitment; P35363; CHO-K1 mHTR2A beta-arrestin complementation, luminescence; percent of 30 µM serotonin response; activation, % at 7.6 µM; 360,000 tested, 0.66% active; AID 624169;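 active = activation above a run cutoff, the mean activation of all tested compounds plus 3 SD, cut at about 14% in these data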;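 note: 0% = plate median of compound wells and 100% = 30 µM serotonin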
Cardio protect – modulators protecting cardiomyocytes from myocardial damage. H9c2 cardiomyocytes, H2O2 injury protection, ATPLite, 2 h. protection from H2O2 cell death, % at 20 µM. 360,000 tested, 0.63% active. AID 588492;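 active = compounds giving at least 50% protection of heart cells from peroxide-induced death in the single-dose screen, raw or plate-pattern-corrected value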;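 note: 0% = DMSO wells with peroxide and 100% = DMSO wells without peroxide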
Peg3 promoter – reduces Peg3 promoter-driven luciferase expression in HeLa; HeLa PEG-Prom luciferase reporter, luminescence, overnight; inhibition, % at 20 µM; 360,000 tested, 1.7% active; AID 588405;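 active = inhibition of at least 50% at 20 µM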
CaV13 FRET inh – Primary screen for inhibitors of IQ motif and Ca2+-dependent inactivation inhibitor domain binding in CACNA1D, Förster resonance energy transfer in living cells, …; HEK cells, CFP/YFP FRET ICDI-IQ, plate reader, 10 min; percent FRET-ratio fall versus neutral wells; inhibition, % at 12.3 µM; 340,000 tested, 0.098% active;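 active = mean replicate inhibition of at least 30% and at least 1% of replicates passing that level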;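 note: 0% = median of the neutral control wells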
PDI turbidity – blocks human protein disulfide isomerase activity | P07237 | PDI insulin aggregation turbidity, A650, 90 min | inhibition, % at 10 µM | 350,000 tested, 0.052% active;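 active = mean inhibition across replicates of 30% or more, whatever share of single replicates reach that level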;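 note: absorbance from insulin aggregation driven by PDI reduction with DTT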
Target sequence (P07237 whole entry, looked up): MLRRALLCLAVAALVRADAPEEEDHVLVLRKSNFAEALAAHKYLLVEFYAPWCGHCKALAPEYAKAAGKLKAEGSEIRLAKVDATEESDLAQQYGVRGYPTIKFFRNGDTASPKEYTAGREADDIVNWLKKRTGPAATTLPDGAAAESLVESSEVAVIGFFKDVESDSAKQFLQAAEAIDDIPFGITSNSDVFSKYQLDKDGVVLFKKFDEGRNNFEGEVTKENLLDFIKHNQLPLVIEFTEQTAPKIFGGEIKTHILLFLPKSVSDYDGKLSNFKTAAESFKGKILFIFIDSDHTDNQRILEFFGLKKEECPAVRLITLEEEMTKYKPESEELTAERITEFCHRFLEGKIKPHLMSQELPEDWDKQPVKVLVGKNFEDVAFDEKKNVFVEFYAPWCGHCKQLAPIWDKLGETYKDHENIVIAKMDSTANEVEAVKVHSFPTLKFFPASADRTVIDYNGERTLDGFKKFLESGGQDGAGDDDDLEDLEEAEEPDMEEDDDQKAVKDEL
hiPSC survival – increases survival of single human iPS cells. AID 602274. survival enhancement, % at 20 µM. hiPSC single-cell survival, ATPlite luminescence; 100% = ROCK inhibitor wells, 0% = DMSO. 360,000 tested, 0.044% active; in the data active = survival enhancement above about 18%;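 note: cells exposed to compounds for 16 hours before the ATP read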
MITF TRPM1 inh – inhibitors of MITF-driven TRPM1 promoter in melanoma cells; AID 488899; 330,000 tested, 0.83% active; inhibition, % at 12.5 µM; SK-MEL-5 TRPM1 promoter luciferase, 24 h;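 active = mean inhibition across replicates of 60% or more, whatever share of single replicates reaches that level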; note: values of inactives mirror those of a sister screen read the other way
NR2E3 ag-2 – activates human NR2E3 receptor; Q9Y5X4; 360,000 tested, 0.35% active; inhibition of corepressor binding, % at 3.98 µM; CHO-S Gal4-NCOR/VP16-NR2E3 two-hybrid, luciferase; AID 602229;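 active = inhibition above the mean of all tested compounds plus 3 SD, cut at about 70% in these data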;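 note: 0% = DMSO with NR2E3 transfected cells and 100% = cells lacking NR2E3 construct; higher means lower luciferase signal from less NR2E3 corepressor binding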
The depositor's hits bear a star; i = inactive; . = not tested or not shown. Compounds were not picked by outcome; any-hit rate near 3.9%.

SMILES	Shn3 inh set2	NR2E3 ag-1	HIF-2a block	HTR2A ag	Cardio protect	Peg3 promoter	CaV13 FRET inh	PDI turbidity	hiPSC survival	MITF TRPM1 inh	NR2E3 ag-2
Cc1ccc(N2CCN(C(=O)c3ccccc3NC(=O)C3CCCCC3C(=O)O)CC2)cc1 (stereo not drawn)	-5	-2	9	-2	2	12	-3	-1	1.5	-2	-19
COc1ccc(C(=O)OCc2c(-c3ccccc3)ncc3ccccc23)cc1	13	.	-66	-6	-16	-7	-5	-10	-2.3	-5	20
ClC1(CNc2ccccc2)CCN(Cc2ccccc2)CC1	-17	2	12	-2	8	4	-4	2	-0.2	0	2
Cc1cccc(C(=O)N/N=C/c2ccccn2)c1	-34	-2	-153	-1	21	-116	-3	-2	-2.4	-44	-54
Cc1ccc(C)n1-c1nnc(N2CCC(C(=O)N3CCN(C)CC3)CC2)s1	-2	2	-5	-1	5	12	-2	.	-3.6	5	10
O=C(O)c1ccc(N2C(=O)c3cccc4c(C(=O)O)ccc(c34)C2=O)cc1	9	3	10	-2	-1	-7	-7	1	-0.6	-3	-19
COc1ccc(N(CC(=O)NC2CCCC2)C(=O)c2ccc(C)s2)cc1OC	-1	0	7	-2	1	3	-4	11	-0.3	2	-13
COc1cc2oc3ccc(C#Cc4ccccn4)cc3c(=O)c2cc1OC	-54	-1	-114	4	66*	18	-11	-3	-0.6	-26	-52
Cn1nnc2cc(NC(=O)N3CC4(C)CC3CC(C)(C)C4)ccc21 (stereo not drawn)	13	0	6	3	2	-2	-9	3	0.7	0	-17
Cc1c(NC(=O)c2cc(-c3cccc(Cl)c3)on2)c(=O)n(-c2ccccc2)n1C	-3	-3	-12	-4	-6	4	-2	-1	-0.2	5	-16
O=C(O)c1nccnc1C(=O)NCCc1c[nH]c2ccccc12	.	-2	17	7	5	8	-5	8	-0.7	0	-19
COC(=O)c1ccc(CNC(=O)[C@@H]2CCCN2S(=O)(=O)c2ccccc2F)cc1	-2	.	7	-1	-3	17	-5	-5	-0.1	12	-14
CCN(CC)C(=O)C1=C(C)N(CCC2=CCCCC2)C(=O)C(CC(=O)NCCCN(C)C)C1 (stereo not drawn)	-16	.	9	1	4	-3	-1	0	-1.2	.	-20
Cc1ccc(C(=O)N/C(=C/c2cccc([N+](=O)[O-])c2)C(=O)NC(C)C)cc1	-20	4	8	-3	-1	14	-2	5	0.0	-4	5
CCOC(=O)c1cn(CC(=O)Nc2ccccc2C(=O)OCC)nn1	1	-2	6	0	2	4	-5	0	3.0	0	-3
COc1ccc(S(=O)(=O)N2CCC(O)(c3ccc4c(c3)OCO4)CC2)cc1	3	-1	2	-3	-5	-17	-10	-4	-0.5	-7	-1
CN1CCN(CC(=O)N2c3ccc(S(=O)(=O)NCCNC(=O)OC(C)(C)C)cc3C(=O)Nc3cccnc32)CC1	-2	2	4	11	-2	4	-12	-2	-0.2	-11	14
Cc1ccccc1-n1cnnc1SCC(=O)N1CCN(c2ccccc2)CC1	0	1	8	0	16	10	-4	-3	3.6	9	-7
CC(=O)OCC(=O)[C@@]1(O)CC[C@H]2[C@@H]3CCC4=CC(=O)C=C[C@]4(C)[C@H]3[C@@H](O)C[C@@]21C	-4	-2	27	3	12	-10	-4	-4	1.7	-7	-12
COc1ccc(COc2cccc3ccc(C)nc23)cc1F	-4	4	-16	6	4	-2	-4	10	-0.3	-8	-18
C=CCNS(=O)(=O)c1cc(S(=O)(=O)NCC=C)c(OC)cc1OC	13	7	7	1	-5	1	-4	2	-0.6	-10	-16
Cc1cc(C)c(C)c(S(=O)(=O)N2CCC(C(=O)NCc3ccco3)CC2)c1C	3	3	14	7	0	1	-6	-7	-1.4	-2	-1
CC(=O)Nc1ccc(C(=O)OCC(=O)Nc2ccc(N3CCOCC3)cc2)cc1	-6	-2	13	-1	2	-8	-3	0	-0.9	-7	-3
O=C(N=NC(=O)c1ccc2c(O)n(C3CCCCC3)c(O)c2c1)c1cccnc1	11	4	-10	0	-1	15	-8	-3	-2.6	11	-14
CCOC(=O)CSc1nc2ccccc2c(=O)n1CC1CCCC1	-11	0	14	-3	1	-28	.	-21	-1.7	1	-27
O=C(NN=C1CCCC1)c1ccc(O)cc1	-34	-1	28	-2	2	3	7	5	-0.6	17	-13
CC(C)NS(=O)(=O)c1ccc(OCC(=O)NCc2ccc3c(c2)OCO3)c(Cl)c1	-8	2	18	0	-1	15	.	-6	2.3	7	0
O=C(O)CSc1nc2ccccc2[nH]1	-2	3	5	-1	-2	12	-3	-2	-3.6	-3	-2
Cc1cc(NC(=O)CS(=O)(=O)c2ccc(Cl)cc2)no1	-19	-1	7	2	1	1	-2	3	-0.4	-3	-49
COc1cccc(-n2c(=S)sc3c(=O)n(-c4ccccc4OC)c(=S)[nH]c32)c1	12	1	7	0	-1	19	-7	-5	-0.5	-2	-16
COc1ccc(NC(=S)Nc2ccc3nccnc3c2)cc1	-73	-2	-221	-1	6	i	-7	4	0.5	-77	-100
COc1ccc(CC(=O)Nc2cccc3ccccc23)cc1OC	37	2	6	5	-6	-20	-5	-5	-0.2	15	14
NC(=O)C1CCN(CC(=O)Nc2cccc(C(=O)Nc3cccc(C(F)(F)F)c3)c2)CC1	-19	3	12	-1	2	17	-16	13	-1.5	16	6
COc1ccc(C(=O)COc2nc(C)cc(C)c2C#N)cc1	15	-3	-24	0	6	-14	-4	-2	-1.4	-18	-1
O=S(=O)(/C=C/c1ccccc1)n1cnc2ccccc21	10	2	0	3	6	5	-5	2	-0.9	-2	5
COc1ccc(N2CCN(c3ncnc4scc(-c5ccc(C)cc5)c34)CC2)cc1	48	-1	23	1	-11	27	-3	-8	0.0	2	-12
O=C1N(CCCCN2C(=O)C3(OCCO3)c3ccccc32)c2ccccc2C12OCCO2	5	1	20	-8	4	23	.	-1	5.1	-1	9
O=C(O)CCN1C(=O)C2C3c4ccccc4C(c4ccccc43)C2C1=O (stereo not drawn)	-1	-1	11	1	-4	10	2	11	-0.7	10	3
O=C(O)c1cc(NS(=O)(=O)c2ccc(N3CCCCC3)c([N+](=O)[O-])c2)cc(C(=O)O)c1	-25	3	12	-4	11	20	-4	2	-1.0	0	16
CCCc1[nH]n(-c2nc3ccccc3s2)c(=O)c1C=NCCCOC	-27	0	-38	2	5	-8	-2	3	-0.8	-3	-13
COc1cc(NC(=O)c2ccc3c(SCC(=O)O)c4c(nc3c2)CCC4)cc(OC)c1OC	-4	5	0	-3	-4	2	-2	9	-0.2	16	3
COc1ccc(N2CCN(C(=O)c3cn(C)c(=O)c4c3c3ccccc3n4C)CC2)cc1	16	1	17	-2	0	14	-9	2	2.7	3	-9
O=C(O)CCN1/C(=C/C=Nc2ccccc2)Oc2ccccc21	-11	3	13	4	7	11	.	0	-0.8	7	-13
CCCN(CC1CCCO1)C(=O)CCc1nnc(-c2cc(C)on2)o1 (stereo not drawn)	-16	-2	-57	-2	5	-41	3	1	-0.3	-24	-18
COc1ccc(C2COC(=O)C2=N)c(NC(=O)c2ccc(Cl)cc2)c1 (stereo not drawn)	11	0	8	-4	4	11	-4	5	0.4	1	-23

2 consecutive entries out of the list so far:
SMILES	Shn3 inh set2	NR2E3 ag-1	HIF-2a block	HTR2A ag	Cardio protect	Peg3 promoter	CaV13 FRET inh	PDI turbidity	hiPSC survival	MITF TRPM1 inh	NR2E3 ag-2
COc1ccc(NC(=S)Nc2ccc3nccnc3c2)cc1	-73	-2	-221	-1	6	i	-7	4	0.5	-77	-100
COc1ccc(CC(=O)Nc2cccc3ccccc23)cc1OC	37	2	6	5	-6	-20	-5	-5	-0.2	15	14

More entries.
SMILES	Shn3 inh set2	NR2E3 ag-1	HIF-2a block	HTR2A ag	Cardio protect	Peg3 promoter	CaV13 FRET inh	PDI turbidity	hiPSC survival	MITF TRPM1 inh	NR2E3 ag-2
COc1cccc(CNC(=O)CCC2CCCN(C(=O)c3ccc(OC)o3)C2)c1 (stereo not drawn)	-44	-3	-105	2	5	-67	0	2	-0.7	-36	-29
O=C(Nc1ccc(F)cc1)c1nsc(Cl)c1Cl	-37	4	-204	1	-25	-266	.	1	2.9	-19	-70
COC(=O)c1ccc(NC(=O)CSc2nnnn2C2CCCCC2)cc1	-8	-1	6	6	-6	3	-4	4	1.9	5	-10
COc1ccc(NC(=O)c2ccc(NC(=O)CSc3nc(N)cc(=O)[nH]3)cc2)cc1	-11	4	-20	9	-4	-35	-6	-3	-0.5	3	-12
CCc1ccccc1OCC(=O)Nc1cc(S(=O)(=O)N(CC)CC)ccc1N1CCOCC1	28	2	11	-4	-3	27	-2	0	0.0	12	-27
O=c1cc(CSc2nc3ccccc3c(=O)[nH]2)c2ccc(O)cc2o1	6	.	17	1	94*	30	-6	-3	-0.2	16	-60
CC(C)c1ccc(NC(=O)NN2CCOCC2)cc1	-90	2	-135	4	-9	-222	-7	-10	-3.1	-60	-84
C=CCNc1nc(NCCN2CCOCC2)nc(N2CCOCC2)n1	-2	1	3	4	-12	-3	-4	8	1.0	-7	-9
O=C(Nc1ccccc1)C1CCCN1C(=O)NCc1ccccc1 (stereo not drawn)	0	0	12	2	9	15	1	-4	0.2	24	-6
CCc1ccc2[nH]c(=O)c(CN(Cc3ccc4c(c3)OCO4)Cc3nnnn3C3CCCC3)cc2c1	22	-5	-20	2	10	-69	-10	2	-0.1	-1	-47
Cc1nn(CC(=O)Nc2ccncc2)c(C)c1[N+](=O)[O-]	10	-2	5	2	-1	15	-3	-1	1.2	21	-21
CCN(C(=O)COC(=O)c1cncc(Br)c1)C1CCS(=O)(=O)C1 (stereo not drawn)	-20	2	11	2	2	-15	-7	0	0.7	-4	-11
CC(=O)OC1C=CN(C(C)=O)C(SC(C)(C)C)C1(C)O (stereo not drawn)	-15	.	12	3	4	16	-6	-2	-2.3	.	-7
Cc1ccc(C)c(N2CCN(S(=O)(=O)c3cc4c(cc3C)NC(=O)CO4)CC2)c1	-7	2	11	1	3	9	-7	.	2.2	.	-43
O=C(Nc1ccc(C(=O)N2CCCC2)cc1)C1CCCC1	-41	.	-35	-6	6	-23	-7	0	-1.8	-9	-38
CCCNC(=O)c1cc(C2CCCN(S(=O)(=O)c3cccs3)C2)on1 (stereo not drawn)	4	.	-2	5	-13	-8	-5	-7	1.1	.	-14
CC(NC(=O)C1CCC1)c1ccc(Br)cc1 (stereo not drawn)	-10	-4	10	-2	6	-3	-14	10	1.9	-7	-11
Cc1cc(SCC(=O)Nc2c(C)n(C)n(-c3ccccc3)c2=O)nc2ccccc12	0	-4	11	2	2	28	-2	-4	-0.5	10	0
O=C(O)c1c(C(=O)O)c(-c2ccc(Br)cc2)n2c1CSC2	12	4	21	5	3	7	-19	-25	-0.3	9	-11
